Compound activity deposited in PubChem by several laboratories.
GSK3A inh: human GSK-3 alpha kinase inhibition; AID 2650; P49840; inhibition, % at 10 µM; ADP-Glo luminescence, 60 min; 0.1% of 320,000 active;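 in the data active = inhibition above about 50%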;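 also: GST-tagged GSK-3 alpha with peptide substrate and 25 µM ATP; 0% = DMSO neutral wells and 100% = GW8510 positive control wells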
Target sequence (P49840 whole entry, looked up): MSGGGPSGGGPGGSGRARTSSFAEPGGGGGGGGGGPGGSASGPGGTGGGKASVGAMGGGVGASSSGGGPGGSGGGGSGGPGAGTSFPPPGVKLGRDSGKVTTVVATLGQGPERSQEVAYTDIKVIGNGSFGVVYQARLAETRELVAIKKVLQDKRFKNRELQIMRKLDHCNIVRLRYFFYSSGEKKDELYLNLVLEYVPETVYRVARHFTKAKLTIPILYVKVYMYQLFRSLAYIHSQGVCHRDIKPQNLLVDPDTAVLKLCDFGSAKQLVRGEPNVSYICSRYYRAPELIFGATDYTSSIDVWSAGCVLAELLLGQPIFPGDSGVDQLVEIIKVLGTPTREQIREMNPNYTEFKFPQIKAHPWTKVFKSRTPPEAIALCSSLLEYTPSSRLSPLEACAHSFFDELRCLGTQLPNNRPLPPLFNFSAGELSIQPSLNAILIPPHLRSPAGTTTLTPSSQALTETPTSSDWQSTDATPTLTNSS
Dyrk1A ADPGlo: blocks rat Dyrk1A kinase activity; 0.43% of 310,000 active; inhibition, % at 12.5 µM; ADP-Glo luminescence, NFATc1 peptide; Q63470; in the data active = inhibition above about 50%;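 also: plate controls were vehicle with enzyme for no effect and no enzyme for full effect; many of its hits are not listed in these tables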
KCNK3 inh: human KCNK3 channel inhibition, primary screen; CHO-KCNK3 thallium flux, FluxOR fluorescence; active compounds read low; B-score at 10 µM; 0.84% of 340,000 active;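 active = B-score under library mean minus 4 SD, starting fluorescence ratio at most library mean plus 5 SD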;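 also: more negative B-score means stronger inhibition of thallium flux through KCNK3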
Target sequence (O14649 whole entry, looked up): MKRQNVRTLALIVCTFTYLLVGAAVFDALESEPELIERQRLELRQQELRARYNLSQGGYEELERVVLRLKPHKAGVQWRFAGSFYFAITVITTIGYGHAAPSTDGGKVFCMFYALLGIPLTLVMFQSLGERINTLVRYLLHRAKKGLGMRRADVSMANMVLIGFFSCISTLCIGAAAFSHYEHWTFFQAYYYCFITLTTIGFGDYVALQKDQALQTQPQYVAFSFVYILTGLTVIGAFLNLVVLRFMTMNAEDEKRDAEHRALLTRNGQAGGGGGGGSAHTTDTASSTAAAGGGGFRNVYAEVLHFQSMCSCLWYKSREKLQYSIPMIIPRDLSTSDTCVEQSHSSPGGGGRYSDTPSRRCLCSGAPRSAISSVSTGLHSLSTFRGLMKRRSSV
* marks the source's active call; other numbers are inactive results; i = inactive. These rows are one share of the data (hit frequency here may not be typical).

SMILES	GSK3A inh	Dyrk1A ADPGlo	KCNK3 inh
O=C(Nc1cccc(S(=O)(=O)NC2=NCCC2)c1)c1ccccc1	-1.2	-2.0	i
O=C1c2ccccc2C(=O)N1CCC#Cc1ccc2cc(CCO)oc(=O)c2c1	-0.9	10.0	i
Cc1cccc(NC(=O)CNC(=O)CSc2ncccn2)c1C	-2.2	1.2	i
O=C(CCC(=O)N1CCN(S(=O)(=O)c2ccccc2)CC1)c1ccc(Br)cc1	-1.5	-2.1	i
COc1ccc(CCC(=O)N2CCN(S(=O)(=O)c3ccc(C)cc3)CC2)cc1	-2.8	-1.6	i
COc1ccccc1OCCC(=O)OCC(=O)Nc1ccc2c(c1)OCCO2	-3.3	7.2	i
CCOC(=O)N1CCN(C(=O)c2ccc3[nH]c(C)c(C)c3c2)CC1	0.9	3.8	i
O=C(NCC(c1ccco1)N1CCCC1)c1cc2cc(Cl)ccc2o1 (stereo not given)	-8.4	4.9	i
Cc1ccc(S(=O)(=O)N2CCOCC2)cc1C(=O)Nc1ccncc1	0.5	-0.7	i
C/C(=C\C(=O)c1ccc(C)o1)Nc1ccc(C(=O)O)cc1C	-0.2	-0.2	i
CC(=O)Nc1ccc(C(=O)OCC(=O)N2CCN(C(=O)c3ccco3)CC2)cc1	-1.2	9.9	i
COc1ccc(CNC(=O)COC(=O)/C=C/c2cccc(Cl)c2)cc1	0.6	-5.5	i
CCN(CC(=O)Nc1cc(Cl)ccc1C)C(=O)CC1CCCC1	-1.7	-1.2	i
COc1ccc(CN(C)C(=O)Cc2ccc(S(=O)(=O)N3CCOCC3)s2)cc1OC	0.8	-1.9	i
COCC(C)n1c(SCC(=O)Nc2c(C)n(C)n(-c3ccccc3)c2=O)nc2ccccc2c1=O (stereo not given)	-0.1	0.8	i
COc1cc(C(=O)OCCc2cc3ccccc3c(=O)o2)cc(OC)c1OC	-0.2	11.2	i
CN(C)c1cccc(C(=O)OCCCC(=O)c2ccc(F)cc2)c1	-0.5	2.0	i
CCOc1ccc(S(=O)(=O)N2CCCCC2)cc1NC(=O)CN1C(=O)NC(C)(C2CC2)C1=O (stereo not given)	-4.7	-0.5	i
Cc1noc(C)c1COc1cccc(C(=O)N(C)Cc2cccs2)c1	-0.3	-2.5	i
CC1CC1C(=O)OCC(=O)NC(=O)c1ccc(C(C)(C)C)cc1 (stereo not given)	-0.3	-6.8	i
CC(=O)Nc1cccc(C(=O)N2CCN(S(=O)(=O)Cc3ccccc3)CC2)c1	2.3	-6.0	i
N#Cc1ccccc1S(=O)(=O)N1CCN(CC(=O)NCC2(N3CCOCC3)CCCCC2)CC1	10.2	2.9	i
O=C(CC1CCCC1)Nc1ccc(Cl)c(S(=O)(=O)N2CCOCC2)c1	-0.8	-6.2	i
CC(=O)c1c(C)[nH]c(C(=O)OCc2nnc(-c3ccc([N+](=O)[O-])cc3)o2)c1C	2.8	2.3	i
O=C(CO)C(O)C(O)C(O)CO (stereo not given)	-3.0	4.3	i
CCOc1cc(N2CCOCC2)c(OCC)cc1NC(=O)c1cc(S(=O)(=O)N2CCOCC2)ccc1C	-2.0	7.6	i
COc1cc(-c2noc(C)c2C(=O)NCCCn2ccnc2)cc(OC)c1OC	0.0	1.9	i
CCCN(C(=O)c1nc2nc(C)cc(C)n2n1)c1c(N)n(Cc2ccccc2)c(=O)[nH]c1=O	2.6	2.2	i
O=C(CN1C(=O)NC2(CCOc3ccccc32)C1=O)c1cccs1 (stereo not given)	-1.2	-3.1	i
Cc1ccc(N2C(=N)/C(=C3/Nc4ccccc4S3)C(c3ccccc3)C2=O)cc1 (stereo not given)	-2.0	-2.5	i
CCCCN(C(=O)c1ccc2ccccc2c1)c1c(N)n(CCCC)c(=O)[nH]c1=O	-2.2	0.1	i
COc1ccc([C@H]2CC(=O)C=C(c3cccc(OC(F)(F)F)c3)C2)cc1	-1.5	-5.7	i
CSCCC(NC(=O)c1ccco1)C(=O)N1CC(C)OC(C)C1 (stereo not given)	0.7	2.7	i
CCOC(=O)C1CCN(C(=O)c2cccc(S(=O)(=O)NCc3ccccc3)c2)CC1	-1.4	4.1	i
COc1ccccc1OCC(=O)NC1CCSc2ccccc21 (stereo not given)	3.2	-0.8	i
CC(=O)N1CCN(S(=O)(=O)c2cccc(C(=O)NCc3ccc(F)cc3)c2)CC1	-3.3	0.0	i
Cn1c(N)c(C(=O)c2ccc(Cl)c(S(=O)(=O)N3CCCCCC3)c2)c(=O)n(C)c1=O	0.1	0.4	i
Cc1cc(C)n(CC(=O)NNC(=O)c2ccc(S(C)(=O)=O)cc2)n1	-2.1	-3.0	i
COc1ccccc1S(=O)(=O)Cc1ccc(C(=O)N2CCN(c3ccccn3)CC2)o1	-1.2	-4.5	i
Cc1ccccc1-c1cc(C(=O)O)nn1CC1CC(c2cccc([N+](=O)[O-])c2)=NO1 (stereo not given)	-3.2	7.7	i
O=C(c1ccc(-c2ccccc2)cc1)N1CCN(c2ncccn2)CC1	2.4	15.5	i
COc1ccc(-n2nnnc2SCC(=O)N(C)C2CCS(=O)(=O)C2)cc1 (stereo not given)	-4.6	-1.0	i
c1csc(-c2nc3nc4ccccc4nc3n2Cc2ccc3c(c2)OCO3)c1	-2.9	-4.9	i
COC(=O)C1=C(C)N(Cc2ccccc2)C(=NCCN2CCOCC2)N[C@H]1CCc1ccccc1	-2.8	3.2	i
CC(=O)Nc1ccc(S(=O)(=O)Nc2nc(CN3CCOCC3)nc3sc4c(c23)CCCC4)cc1	-0.9	-2.5	i
Cc1ccc(SCCC(=O)NNC(=O)c2ccccc2F)cc1	-2.1	-0.5	i
COc1cccc(CNC(=O)COC(=O)C23CC4CC(CC(Cl)(C4)C2)C3)c1	2.6	1.6	i
CCCCn1c(N)c(N(Cc2ccccc2OC)C(=O)c2cc(CC)c(C)s2)c(=O)[nH]c1=O	-0.5	-4.7	i
C[C@H](CO)N1C[C@H](C)[C@@H](CN(C)C(=O)Nc2ccc(C(F)(F)F)cc2)Oc2c(NS(=O)(=O)c3cccs3)cccc2C1=O	-2.0	1.1	i
COc1ccc([C@H]2CC(=O)C=C(c3ccc4cc[nH]c4c3)C2)cc1	-0.4	3.6	i
N#CCCN(C(=O)COC(=O)c1n[nH]c2ccccc12)c1ccccc1	-0.3	3.2	i
CNC(=O)c1c(I)c(C(=O)NCC(=O)Nc2c(I)c(C(=O)O)c(I)c(C(=O)NCCO)c2I)c(I)c(N(C)C(C)=O)c1I	-5.1	0.8	i
O=C1C=C(c2ccc(-c3ccccc3)cc2)C[C@@H](c2ccc(F)cc2)C1	-1.7	0.5	i
CCC(=O)NC(c1cccs1)c1cc(Cl)c2ccccc2c1O (stereo not given)	0.0	8.4	i
O=C(Cn1cc([N+](=O)[O-])ccc1=O)N1CCc2ccccc21	-0.4	1.5	i
CCN(C(=O)CN1C(=O)NC(c2ccccc2)(c2ccc(C)c(C)c2)C1=O)C1CCS(=O)(=O)C1 (stereo not given)	-1.8	-0.7	i
Cc1ccc(S(=O)(=O)N2CCN(C(=O)Cn3c(=O)oc4ccccc43)CC2)cc1	-1.2	4.0	i
O=C(Nc1cc(S(=O)(=O)N2CCCC2)ccc1Cl)c1ccncc1	-0.5	7.1	i
Cc1ccc2oc3c(SCc4nc5ccccc5[nH]4)nc(C)nc3c2c1	-1.4	12.8	i
CSc1ncccc1C(=O)OCC(=O)NC1CCCCC1	-2.0	-3.4	i

Next results follow.
SMILES	GSK3A inh	Dyrk1A ADPGlo	KCNK3 inh
O=C(NCCCn1ccnc1)Nc1cccc2ccccc12	-0.1	0.2	i
CCOC(=O)c1ccc(COC(=O)c2cc3ccccc3oc2=O)o1	0.6	1.2	i
Cc1ccccc1Nc1nnc(SCC(=O)NCC2CCCO2)s1 (stereo not given)	-3.5	-1.3	i
COc1ccccc1N(CCOc1ccccc1)S(=O)(=O)c1ccccc1	0.2	-2.4	-10*
O=C1CCc2cc(S(=O)(=O)NCc3ccccc3Cl)ccc2N1	3.1	4.1	i
CNC(=O)c1ccc(NC(=O)CC2SC(N3CCCC3)=NC2=O)cc1 (stereo not given)	-2.7	-6.7	i
CN(CC(=O)Nc1ccc(Cl)c(Cl)c1)C(=O)C1CCC1	0.0	-3.3	i
CSCCC1NC(=O)N(CC(=O)N2CCc3ccccc3C2)C1=O (stereo not given)	-0.5	-3.9	i
O=C(COc1ccc(Br)cc1)NCC1COc2ccccc2O1 (stereo not given)	-4.8	1.1	i
O=C(CSc1nc2c(c(=O)n1-c1ccc(F)cc1)SCC2)NCc1ccco1	1.1	1.0	i
c1ccc(C2(CN3CCNC[C@@H]3CC3CCCCC3)CC2)cc1	2.1	-4.1	i
COc1ccc(-c2nnc(SCC(=O)N3CCCC3=O)n2N)cc1OC	-2.4	-2.3	i

Arranged by length of the SMILES (low to high): some entries from above.
SMILES	GSK3A inh	Dyrk1A ADPGlo	KCNK3 inh
CSc1ncccc1C(=O)OCC(=O)NC1CCCCC1	-2.0	-3.4	i
O=C(COc1ccc(Br)cc1)NCC1COc2ccccc2O1 (stereo not given)	-4.8	1.1	i
Cc1noc(C)c1COc1cccc(C(=O)N(C)Cc2cccs2)c1	-0.3	-2.5	i
C/C(=C\C(=O)c1ccc(C)o1)Nc1ccc(C(=O)O)cc1C	-0.2	-0.2	i
Cc1ccc(S(=O)(=O)N2CCOCC2)cc1C(=O)Nc1ccncc1	0.5	-0.7	i
COc1ccc(-n2nnnc2SCC(=O)N(C)C2CCS(=O)(=O)C2)cc1 (stereo not given)	-4.6	-1.0	i
O=C1C=C(c2ccc(-c3ccccc3)cc2)C[C@@H](c2ccc(F)cc2)C1	-1.7	0.5	i
O=C(CCC(=O)N1CCN(S(=O)(=O)c2ccccc2)CC1)c1ccc(Br)cc1	-1.5	-2.1	i
CCCCN(C(=O)c1ccc2ccccc2c1)c1c(N)n(CCCC)c(=O)[nH]c1=O	-2.2	0.1	i
Cc1ccccc1-c1cc(C(=O)O)nn1CC1CC(c2cccc([N+](=O)[O-])c2)=NO1 (stereo not given)	-3.2	7.7	i
CC(=O)Nc1ccc(S(=O)(=O)Nc2nc(CN3CCOCC3)nc3sc4c(c23)CCCC4)cc1	-0.9	-2.5	i
Cn1c(N)c(C(=O)c2ccc(Cl)c(S(=O)(=O)N3CCCCCC3)c2)c(=O)n(C)c1=O	0.1	0.4	i
CCN(C(=O)CN1C(=O)NC(c2ccccc2)(c2ccc(C)c(C)c2)C1=O)C1CCS(=O)(=O)C1 (stereo not given)	-1.8	-0.7	i

Continued.
SMILES	GSK3A inh	Dyrk1A ADPGlo	KCNK3 inh
O=C(COC(=O)CN1C(=O)C2CCCCC2C1=O)Nc1ccc(F)c(F)c1F (stereo not given)	0.8	-4.1	i
Cc1ccc(NC(=O)CN2C(=O)NC(Cc3ccccc3)C2=O)cc1Cl (stereo not given)	-2.9	-1.4	i
CCCc1cc(=O)[nH]c(SCC(=O)Nc2cc(S(=O)(=O)N3CCCCC3)ccc2C)n1	-1.8	-5.9	i
NS(=O)(=O)c1ccc(NC(=O)CNC(=O)c2ccc3c(c2)OCO3)cc1	0.8	-1.7	i
CN(C(=O)c1ccc(NC(=O)Cc2cccc(NC(=O)C3CCN(C(=O)C4CCCC4)CC3)c2)cc1)C1CCCC1	0.2	-1.3	i
O=C(CN1CCN(c2ccccc2)CC1)NC(=O)NCc1ccccc1	-0.4	-0.3	i
CCOc1ccc(NC(=O)c2ccco2)cc1S(=O)(=O)N1CCCC1	-0.1	-4.4	i
Cc1ccc(NC(=O)CN(C)C(=O)C(c2ccccc2)c2ccccc2)cc1	1.4	4.7	i
Cc1ccc([C@H]2C(C(=O)O)=CC[C@@H](c3ccc(C)cc3)N2S(=O)(=O)c2ccc(C)cc2)cc1	-7.7	-0.8	i
CCN(CC(=O)NC1CCS(=O)(=O)C1)c1ccc([N+](=O)[O-])cc1C#N (stereo not given)	-0.8	0.7	i
COc1cc2cc(C(C)(C)O)oc(=O)c2cc1OC	-1.2	38.6	i
O=C(COC(=O)c1ccc([N+](=O)[O-])cc1)Nc1ccccc1C(=O)NC1CC1	-1.7	2.0	i
Cc1n[nH]c(C)c1S(=O)(=O)N1CCCC(C(=O)N2CCN(c3ccc(Cl)cc3)CC2)C1 (stereo not given)	-1.2	11.2	i
COCCCNC(=O)CC1C[C@H](C(=O)N2CCCCC2)[C@@]2(CCc3ccccc3)c3[nH]c4ccccc4c3CCN2C1=O (stereo not given in full)	-0.8	-2.0	i
COc1ccc(CCn2c(SCC(=O)Nc3cc(C)on3)nc3ccsc3c2=O)cc1OC	1.0	-3.8	i
Cc1cc(C)cc(C(=O)OCC(=O)Nc2ncccn2)c1	-0.2	1.9	i
O=C1C=C(/C=C/C2C=CC=CC2)C[C@@H](c2ccc(Cl)cc2)C1 (stereo not given in full)	-1.8	0.6	i
C[C@H](CO)N1C[C@H](C)[C@@H](CN(C)CC2CCCCC2)Oc2c(NC(=O)C3CC3)cccc2C1=O	-1.7	-1.9	-12.2*
CCOC(=O)[C@@H]1[C@H]2COc3ccccc3[C@H]2N2C(=O)N(c3cccc(Cl)c3)C(=O)[C@]12C	0.0	3.7	i
CC(=O)Nc1sc2c(c1-c1nc3ccccc3s1)CCN(C(C)C)C2	5.7	6.2	i
CC(=O)Nc1ccc(S(=O)(=O)Nc2nc(C)nc3sc(C)c(C)c23)cc1	-0.2	8.7	i
COc1ccc(C(=O)/C=C/c2cn(CN3CCN(C)CC3)c3ccccc23)cc1	7.3	3.5	i
CC(c1ccco1)N(C(=O)COc1ccc(Cl)cc1)c1ccccn1 (stereo not given)	0.2	-2.5	i
CN(C)C1=NC[C@H](Cc2ccccc2)N1CC1CCCC1	1.0	9.8	i
O=C(COC(=O)c1cc[n+]([O-])cc1)Nc1cccc(F)c1	-0.9	3.4	i
CC1(c2ccc(Cl)cc2Cl)NC(=O)N(CC(=O)N2CCN(C(=O)c3ccco3)CC2)C1=O (stereo not given)	-3.3	-2.5	i
